# Compound activity from PubChem BioAssay.
# Siah-1 displacement: Siah-1 peptide-binding antagonists, primary screen, biochemical, fluorescence polarization, rhodamine-plectin, uHTS (AID 1817); E3 ubiquitin-protein ligase SIAH1 (Homo sapiens); Siah-1 / rhodamine-plectin peptide fluorescence polarization; higher % means a stronger effect; displacement, % at 20 µM, or IC50 in µM where a hit was titrated; 290,000 tested, 0.02% active;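 active = displacement of at least 50% at 20 µM, with a fluorescence ratio check between 0.3 and a set limit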;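 note: plate controls were Siah plus tracer with DMSO for no effect and tracer alone without Siah for full effect; strong numbers were not always called active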
# HIV fusion peptide: inhibitors of HIV fusion peptide binding, primary screen, biochemical, uHTS, fluorescence dequenching (AID 1986). 290,000 tested, 0.3% active. cell-free peptide binding, fluorescence dequenching, 30 min; higher % means a stronger effect. inhibition, % at 20 µM, or IC50 in µM where a hit was titrated; in the data active = inhibition mostly above about 52%, no sharp cut-off; inactive = mostly below about 76%; note: some results filed as inactive read as strong as hits
# PhoP inhibition: inhibitors of PhoP regulon expression, primary screen, Salmonella Typhimurium, GFP reporter (AID 1863); inhibition, % at 50 µM, or IC50 in µM where a hit was titrated; 300,000 tested, 0.16% active; S. Typhimurium PhoP-regulated promoter GFP reporter, 4 h; higher % means a stronger effect;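 active = inhibition over 29.93%, a cutoff 3 SD above the screen mean, later confirmed by dose response; inconclusive = inhibition over 29.93% but no dose response follow-up; inactive = inhibition at most 29.93% or unconfirmed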;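 note: 0% = low Mg2+ inducing control and 100% = high Mg2+ repressing control; strong numbers were not always called active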
# GPR35 antagonists: GPR35 antagonists blocking zaprinast-driven arrestin recruitment, primary screen, imaging, U2OS, beta-arrestin-GFP, zaprinast agonist (AID 2058). inhibition, % at 10 µM, or IC50 in µM where a hit was titrated. G-protein coupled receptor 35 (Homo sapiens). U2OS GPR35 beta-arrestin-GFP translocation imaging, zaprinast antagonism; higher % means a stronger effect. 290,000 tested, 0.052% active;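 active = inhibition of at least 50% with at least 30 cells and total cytoplasm GFP at most 10,000,000; inconclusive = under 30 cells or total GFP of 10,000,000 plus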
# Rac1 GTP hydrolysis: MgcRacGAP GTPase-activating activity inhibitors, confirmation, biochemical, ADP Hunter fluorescence. inhibition, % at 30 µM, or IC50 in µM where a hit was titrated. 340,000 tested, 0.6% active. Rac GTPase-activating protein 1 (Homo sapiens). MgcRacGAP-stimulated Rac1 GTP hydrolysis, ADP Hunter fluorescence; higher % means a stronger effect; GST-tagged Rac1 F28L mutant substrate;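 active = first-screen hits whose inhibition reached a set limit at any dose in the follow-up dose series; inconclusive = inhibition above the set first-screen limit but never retested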;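 note: fluorescence reports GDP produced by GAP-driven GTP hydrolysis; strong numbers were not always called active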
# NTR1 ag: agonists of NTR1, primary screen, imaging, U2OS cells, beta-arrestin-GFP, high content (AID 493036); Neurotensin receptor type 1 (Homo sapiens), P30989; NTR1-U2OS beta-arrestin-GFP spot imaging, agonist mode; activation, % at 20 µM; 330,000 tested, 0.17% active;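 active = activation at or above 40% of the spot to cytoplasm intensity ratio, with at least 20 cells analyzed; inconclusive = wells under 20 cells, flagged as cytotoxic or low count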;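 note: 0% = DMSO without peptide and 100% = 100 nM NTR1 peptide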
# Target sequence (P30989 whole entry, looked up): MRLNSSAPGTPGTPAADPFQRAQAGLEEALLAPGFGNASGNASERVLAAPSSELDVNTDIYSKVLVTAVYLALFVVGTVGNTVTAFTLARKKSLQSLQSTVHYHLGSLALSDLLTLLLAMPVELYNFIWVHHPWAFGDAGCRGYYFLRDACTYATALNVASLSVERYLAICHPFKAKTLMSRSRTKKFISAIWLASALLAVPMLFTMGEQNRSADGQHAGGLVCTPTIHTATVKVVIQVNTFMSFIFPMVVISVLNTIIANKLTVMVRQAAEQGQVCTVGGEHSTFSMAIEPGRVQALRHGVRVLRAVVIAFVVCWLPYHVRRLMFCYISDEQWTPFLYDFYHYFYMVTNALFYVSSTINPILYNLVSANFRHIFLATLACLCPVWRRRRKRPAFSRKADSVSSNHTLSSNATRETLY
# GPR55 antagonists: GPR55 antagonists blocking LPI-driven arrestin recruitment, primary screen, imaging, U2OS, beta-arrestin-GFP, LPI agonist (AID 2013); U2OS GPR55 beta-arrestin-GFP translocation imaging, LPI antagonism; higher % means a stronger effect; one-dose inhibition, % at 10 µM; IC50 in µM for titrated hits; 290,000 tested, 0.13% active; G-protein coupled receptor 55 (Homo sapiens);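 active = spots per cell inhibited over 60%, with over 100 cells counted and total cytoplasm intensity under 500,000; inconclusive = wells with under 100 cells, flagged as likely toxic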;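 note: U2OS cells stably carrying GPR55 and arrestin-GFP stimulated by 5 µM LPI near EC80; imaged beta-arrestin-GFP aggregate spots per cell after agonist stimulation; plate controls were LPI-stimulated DMSO wells for no effect and DMSO wells without LPI for full effect; some results filed as inactive read as strong as hits; confirmed hits need IC50 under 10 µM and bright autofluorescent wells are also inconclusive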
# LYP phosphatase: inhibitors of LYP phosphatase, biochemical, fluorescence intensity, uHTS (AID 1779). Tyrosine-protein phosphatase non-receptor type 22 (Homo sapiens). recombinant LYP phosphatase, fluorescence intensity; higher % means a stronger effect. inhibition, % at 11.5 µM, or IC50 in µM where a hit was titrated. 290,000 tested, 0.054% active; in the data active = inhibition above about 50%;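 note: plate controls were vehicle with enzyme for no effect and no enzyme for full effect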
# Myeloid diff 2: induction of myeloid progenitor differentiation, primary screen, cell-based, flow cytometry, MLPCN library. 360,000 tested, 1% active. calls only at 10 µM. ER-HoxA9 myeloid progenitors, lysozyme-GFP differentiation. AID 624256, 2012;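 active = normalized GFP-positive differentiation at or above the plate's own cutoff, the solvent-only control mean plus 3 SD; inconclusive = no clear call, values can overlap the other calls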;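 note: cells exposed to compound for four days before flow analysis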
# NTR1 ag cell count 20 µM: also measured in NTR1 ag; calls as there; cell count; measured here: cell count, cytotoxicity flag
# Myeloid diff 2 GFP+ MAC1+ %: further read-out of Myeloid diff 2, marked with its call; GFP+ MAC1+ double positive, %; measured here: differentiation confirmed by MAC1 staining
# * hit, by the source's call; i = inactive; ? = inconclusive; / = not tested or not shown; + = active, no number.
SMILES,Siah-1 displacement,HIV fusion peptide,PhoP inhibition,GPR35 antagonists,Rac1 GTP hydrolysis,NTR1 ag,NTR1 ag cell count 20 µM,GPR55 antagonists,LYP phosphatase,Myeloid diff 2,Myeloid diff 2 GFP+ MAC1+ %
CN(Cc1ccccc1)S(=O)(=O)c1ccc(NC(=O)C2CCCO2)cc1 (centres undefined),-6%,0.7%,11%,-8%,4%,0.1,34,14%,1%,i,8.1
CCCCc1cc(=O)oc2cc(OCc3cc(OC)c(OC)c(OC)c3)c(Cl)cc12,-1%,0.5%,0%,-7%,5%,-3.6,87,4%,-4%,i,3.0
Clc1ccc2nnnc(-c3ccccc3)c2c1,0%,1.7%,-3%,-10%,14%,/,/,6%,-5%,?,/
Cc1nnc(NC(=O)CSc2nnnn2Cc2ccccc2)s1,1%,1.3%,-13%,-1%,13%,-0.4,34,3%,-1%,i,1.1
Cc1ccc(NC(=O)C2CCN(S(C)(=O)=O)CC2)cc1,2%,-2.1%,7%,7%,2%,1.2,48,/,-3%,i,0.7
CCn1c(SCC(=O)NCC2CCCO2)nnc1-c1c[nH]c2ccccc12 (centres undefined),2%,-1.3%,5%,-21%,6%,1.1,40,6%,-5%,i,0.7
Cc1ccc(N/C(=N/S(=O)(=O)c2cccs2)c2ccccc2)c(C)c1,8%,0.0%,-6%,5%,6%,-1.1,93,-12%,-3%,+,1.1*
CCOc1cc(CNS(=O)(=O)c2cn(C)cn2)cc(OCC)c1OCC,-2%,29%,3%,16%,-2%,-0.1,61,-2%,-12%,i,1.0
Cc1cc(C)c(S(=O)(=O)N2CCOCC2)c(C)c1N(C)S(=O)(=O)c1ccccc1,13%,-0.9%,-4%,3%,6%,-0.9,62,20%,-6%,i,0.3
COc1ccccc1N1CCN(C(=O)CSc2nc3ccccc3o2)CC1,1%,0.6%,7%,0%,5%,1.5,78,-4%,-1%,i,0.8
COC(=O)CSc1nc(N)c2c3c(sc2n1)CCCC3,-1%,-1.6%,-5%,10%,15%,-0.9,47,-4%,-2%,i,0.4
COc1ccc(OCC(O)CN(CCO)CC(O)Cn2ccc3ccccc32)cc1 (centres undefined),25%,-2.2%,1%,-4%,-15%,0.0,92,9%,-3%,i,0.2
COc1ccc(-c2nnc(SCC(=O)Nc3cc(C)on3)o2)cc1,-3%,0.3%,3%,14%,6%,-1.4,62,-6%,-2%,i,0.2
CCOc1cc(CNn2cn[nH]c2=S)cc(Cl)c1OCc1ccccc1F,5%,4.0%,-2%,-8%,1%,0.5,35,9%,-5%,i,0.5
COc1cccc(CNC(=S)Nc2cc(OC)ccc2OC)c1,3%,-2.3%,-6%,-19%,6%,0.0,72,-2%,-1%,i,0.1
Cc1cc(C(=O)NC(CC(C)C)C(=O)O)cc(C)c1[N+](=O)[O-] (centres undefined),4%,2.1%,-14%,-8%,7%,2.1,53,3%,3%,i,0.5
CCn1ncc(Br)c1C(=O)Nc1ccccc1C(F)(F)F,-3%,-0.4%,7%,19%,9%,-1.0,80,-2%,-8%,i,0.4
CC(C)COP(=O)(c1ccc(N(C)C)cc1)C(Nc1ccccc1)c1ccccc1 (centres undefined),7%,-2.3%,7%,0%,-1%,6.4,49,14%,13%,i,0.6
COCCNC(=O)CN(C(=O)c1ccc(N2CCCC2)nc1)c1ccccc1,-2%,-0.6%,4%,-24%,-4%,1.2,37,15%,2%,i,1.1
Cc1ccccc1S(=O)(=O)Cc1ccc(C(=O)NCCCN2CCCC2)o1,-2%,0.8%,-3%,20%,15%,-0.8,68,2%,-14%,i,1.0
COC(=O)C1C(=O)C=C(Nc2ccc(F)cc2F)CC1c1ccc(OC)cc1 (centres undefined),6%,-2.2%,4%,-4%,3%,0.9,37,-1%,1%,i,0.9
Cc1ccc(CSc2nc3ccccc3c(=O)n2C)cc1,4%,-0.4%,0%,8%,/,12,46,6%,-3%,i,0.4
CCN1CCN(C(=O)c2nn(C)c3c2CS(=O)(=O)c2ccccc2-3)CC1,4%,-0.8%,3%,5%,5%,0.6,72,6%,-5%,i,1.0
CCOCCCn1c(=NC(C)=O)c(C#N)cc2c(=O)n3ccccc3nc21,-5%,3.5%,-4%,1%,5%,-1.1,50,-4%,-48%,i,0.5
Cc1ccc(S(=O)(=O)N2CCOC2C(Cl)(Cl)Cl)cc1 (centres undefined),11%,2.2%,-10%,-9%,1%,0.2,68,-2%,-8%,i,0.3
CCN(CC)C(=O)Nc1cnc2ccccc2c1,-3%,2.8%,2%,2%,11%,-1.4,46,-7%,0%,i,0.6
CCCCn1c(CN2CCN(C(=O)OCC)CC2)nc2c1c(=O)[nH]c(=O)n2C,-2%,-2.5%,10%,-3%,6%,2.2,52,12%,-7%,i,5.6
O=c1c2ccccc2nc(SCc2ccc([N+](=O)[O-])cc2)n1-c1ccc(Cl)cc1,0%,-0.7%,-1%,-11%,15%,2.1,86,-3%,-6%,i,0.7
Cc1csc(NC(=O)c2cccn2C)n1,0%,-0.9%,3%,14%,-1%,1.8,63,10%,0%,i,1.0
Cc1cc(C)n(C(=O)c2sc3cc(F)ccc3c2Cl)n1,0%,0.7%,-4%,-18%,/,1.2,78,-3%,3%,/,/
Cc1ccc(C(=O)O)cc1NCc1ccncc1,1%,-1.3%,-5%,17%,5%,-1.2,62,2%,-6%,i,0.5
Cc1ccc(CN2C(=O)CCC2C(=O)N2CCN(c3ccccc3)CC2)cc1 (centres undefined),-4%,-0.9%,7%,-10%,6%,-1.2,65,4%,-6%,i,0.1
O=C(NCc1ccco1)Nc1cccc([N+](=O)[O-])c1,5%,0.7%,0%,13%,9%,0.1,99,11%,-4%,i,0.7
CCOc1ccc(S(=O)(=O)NCc2ccc3c(c2)OCO3)cc1,2%,0.4%,-3%,1%,8%,2.2,69,8%,-14%,i,0.9
COCC1CCN(Cc2nc(Cc3ccccc3Cl)no2)CC1,2%,-1.1%,4%,24%,9%,0.2,95,20%,-6%,i,0.3
COc1cc(/C=N/NC(=O)CC23CC4CC(CC(C4)C2)C3)cc(Br)c1OCC(=O)N(C)C,-8%,0.4%,-9%,-24%,4%,12,59,17%,-8%,i,0.8
CCc1ccccc1N(C(=O)c1snc(C(N)=O)c1N)C(C(=O)NCC1CCCO1)c1ccc(OC)c(OC)c1 (centres undefined),-2%,0.2%,/,7%,1%,-0.8,50,8%,-13%,i,0.9
C[C@H]1CN=C(Nc2ccccc2)N1CC1CCCCCC1,8%,-0.5%,5%,8%,5%,-1.6,94,6%,-5%,i,1.0
O=C(NCc1ccc2c(c1)OCO2)c1cc(-c2ccc(Cl)cc2Cl)on1,2%,1.5%,8%,15%,7%,-0.9,60,-1%,-4%,i,0.5
CCN(c1ccccc1)S(=O)(=O)c1ccc(C(=O)NCCCn2ccnc2)cc1,-7%,-0.8%,3%,9%,1%,-0.4,47,-11%,-6%,i,0.1
COc1ccc(CNC(=O)CN2C(=O)CC(c3ccccc3)=Nc3ccccc32)cc1,8%,0.6%,-1%,16%,8%,3.2,65,8%,-1%,i,1.7
CCCCn1c(N)c(N(CCOC)C(=O)CSc2nnc(-c3ccc(C(C)(C)C)cc3)n2N)c(=O)[nH]c1=O,/,/,-2%,/,-2%,-1.3,77,/,/,i,0.3
Cc1c(C(=O)c2ccc(F)cc2F)c2ccccn2c1CCC#N,10%,73%,7%,-6%,6%,-1.0,51,7%,-1%,i,0.8
CN(Cc1ccon1)Cc1cn(Cc2ccccc2)nc1-c1ccc2c(c1)OCO2,2%,0.9%,1%,6%,12%,-1.0,105,-6%,-2%,i,0.2
COc1ccc(S(=O)(=O)N2CCOC2CNC(=O)C(=O)NCc2ccc(F)cc2)cc1OC (centres undefined),-1%,0.5%,3%,8%,-4%,-1.1,54,5%,-6%,i,1.1
O=C(COC(=O)CCC(=O)c1ccc(Cl)cc1)NCc1ccco1,8%,16%,6%,5%,-1%,-2.7,22,-2%,-4%,i,0.9
CSC1=NCCN1S(=O)(=O)c1ccc2ccccc2c1,1%,0.4%,-2%,1%,11%,-2.0,77,7%,-2%,i,0.2
COc1ccc(O[C@H]2C=C[C@@H](c3ccccc3)O[C@@H]2COC(=O)CC/C(C)=N/OC[C@@H](O)[C@H]2O[C@@H]3OC(C)(C)O[C@@H]3[C@H]2O)cc1,-1%,0.6%,-3%,-9%,/,1.5,85,-7%,4%,/,/
Cc1c(NC(=O)CSc2ccc(Cl)cc2)cccc1-c1nc2ncccc2o1,4%,-5.5%,11%,2%,1%,5.1,40,4%,-2%,i,0.6
CCCCNC(=O)c1onc(CSc2ccc(F)c(F)c2)c1C(=O)O,3%,-1.5%,-21%,-19%,7%,0.0,80,-5%,-7%,i,1.6
# The list continues:
SMILES,Siah-1 displacement,HIV fusion peptide,PhoP inhibition,GPR35 antagonists,Rac1 GTP hydrolysis,NTR1 ag,NTR1 ag cell count 20 µM,GPR55 antagonists,LYP phosphatase,Myeloid diff 2,Myeloid diff 2 GFP+ MAC1+ %
CN(CC(=O)Nc1ccccc1Cl)C(=O)COC(=O)c1ccc(Cl)nc1,/,/,-8%,/,5%,-1.2,59,/,/,i,1.0
COc1ccc(N/C(N)=N/c2nc(CSc3ccc(C)cc3)cc(=O)[nH]2)cc1,-3%,-0.5%,-6%,10%,8%,6.0,79,19%,-4%,i,0.9
CC1CCCC(C)N1C(=O)COC(=O)c1ccc(O)cc1 (centres undefined),-2%,-0.5%,3%,-4%,-2%,-1.4,61,4%,-6%,i,0.6
COc1ccc(NS(=O)(=O)c2cc(NC(=O)c3ccccc3F)ccc2N2CCCC2)cc1,3%,0.1%,-3%,6%,-10%,1.5,56,6%,3%,i,1.0
Cc1ccc(-c2csc(=Nc3cccnc3)n2CCCN2CCCC2=O)cc1C,6%,1.1%,-9%,-4%,9%,-0.8,70,12%,-2%,i,0.7

# Not a hit list; about 2.4% have a hit in one of these screens.
